EPAC2 ag – EPAC2 (human) agonism | hit rate 0.079% among 360,000 | Potency, µM (highest dose often 154 µM), without a hit: top-dose activation, actives largely listed as activators | EPAC2 activation, biochemical qHTS; response scale: 100% = 6.5 mM cAMP response; note: potency is the fitted concentration of half-maximal effect; nearly all actives have a fitted effect of over 50% in size
Target sequence (Q8WZA2 whole entry, looked up): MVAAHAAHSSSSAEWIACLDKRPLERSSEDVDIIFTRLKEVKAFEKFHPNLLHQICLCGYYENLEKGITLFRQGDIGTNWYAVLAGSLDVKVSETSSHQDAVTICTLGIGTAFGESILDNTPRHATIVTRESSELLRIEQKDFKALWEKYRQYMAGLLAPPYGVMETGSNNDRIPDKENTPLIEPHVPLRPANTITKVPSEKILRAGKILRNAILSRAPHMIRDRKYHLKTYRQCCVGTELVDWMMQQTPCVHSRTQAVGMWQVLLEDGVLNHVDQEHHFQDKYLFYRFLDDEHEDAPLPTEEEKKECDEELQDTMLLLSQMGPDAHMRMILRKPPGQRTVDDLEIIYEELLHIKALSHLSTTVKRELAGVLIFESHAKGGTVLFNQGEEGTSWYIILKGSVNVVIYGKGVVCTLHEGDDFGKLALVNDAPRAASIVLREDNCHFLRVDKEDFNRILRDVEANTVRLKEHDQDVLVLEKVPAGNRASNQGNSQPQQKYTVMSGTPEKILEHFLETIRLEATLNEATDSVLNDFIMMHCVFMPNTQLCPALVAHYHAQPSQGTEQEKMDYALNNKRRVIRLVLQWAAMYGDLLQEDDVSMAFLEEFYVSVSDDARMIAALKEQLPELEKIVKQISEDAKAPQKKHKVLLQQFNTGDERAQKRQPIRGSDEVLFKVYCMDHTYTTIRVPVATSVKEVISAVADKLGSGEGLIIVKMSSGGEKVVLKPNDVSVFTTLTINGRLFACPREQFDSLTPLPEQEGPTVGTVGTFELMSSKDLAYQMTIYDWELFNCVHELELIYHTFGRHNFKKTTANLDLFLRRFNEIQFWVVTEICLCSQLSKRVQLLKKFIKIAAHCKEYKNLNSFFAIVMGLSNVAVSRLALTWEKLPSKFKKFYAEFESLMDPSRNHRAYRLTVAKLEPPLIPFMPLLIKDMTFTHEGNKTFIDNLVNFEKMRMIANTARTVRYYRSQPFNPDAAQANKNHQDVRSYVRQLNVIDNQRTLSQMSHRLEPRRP
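Guanine nucleotide exchange by EPAC2 is measured as reduced fluorescence of BODIPY-GDP once it is released from 250 nM Rap1B. Plates are read kinetically for 30 min at room temperature; results are scaled to 6.5 mM cAMP.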
A549 tox – counter-screen for Nrf2 inhibitors: cytotoxicity in A549 cells. A549 ARE-Fluc cells, CellTiter-Fluor viability, 18-24 h. Potency, µM (doses to about 46 µM), for the others: at the highest dose activity change, negative = cytotoxicity, hits mostly inhibitors. hit rate 0.16% among 390,000. AID 504648; note: potency is the fitted concentration of half-maximal effect; % is set by controls: 0 for no effect and ±100 for the full control effect
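A549 ARE_Fluc cells in 5% FBS OPTI-MEM were exposed to compounds in concentration-response for 18-24 h at 37 deg C. Viability was read by CellTiter-Fluor fluorescence (Ex 405/Em 525) after 30 min, before the luciferase read.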
IL-2 act – activates IL-2 in a cell-based reporter assay. IL-2 activation reporter assay, cell-based qHTS; stimulated with anti-CD3/CD4/CD28 beads; in transgenic mouse T cells. activation, % (series mostly up to about 46 µM). hit rate 0.065% among 360,000; in the data active = activation above about 50%; inconclusive = mostly about 30% to 49%; note: 0% is about no effect
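Quantitative HTS in unstimulated transgenic mouse T cells, with memory T cells as non-tolerant control and PMA/ionomycin as tolerance-bypass control. Compound pretreatment lasted 60 minutes before 18 h bead stimulation; EGFP/DsRed fluorescence read.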
TGFb SMAD3 inh – TGF-b pathway inhibition. HepG2 CAGA-GFP TGF-b/SMAD3 reporter, GFP fluorescence, 18 h; TGF-beta stimulated, 500 pg/mL final. Potency, µM (series often up to 46.1 µM), for inactives: top-dose activity, negative = inhibition, hits mostly inhibitors. hit rate 1.2% among 410,000; note: potency is the fitted concentration of half-maximal effect; % is set by controls: 0 for no effect and ±100 for the full control effect; nearly all actives have a fitted effect of over 65% in size
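Cell-based qHTS in HEPG2 carrying a CAGA-GFP Smad reporter; compounds added before 500 pg/mL final TGF-beta, 18 h incubation at 37 degrees C, GFP fluorescence quantified per cell by imaging cytometry.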
Nrf2 inh – inhibitors of Nrf2 signaling | A549 ARE-Fluc reporter, luciferase luminescence, 18-24 h | AID 504444 | hit rate 2.1% among 360,000 | Potency, µM (top dose mostly 46 µM), without a hit: top-dose activity change, negative = inhibition, most hits filed as inhibitors; note: potency is the fitted concentration of half-maximal effect; % is set by controls: 0 for no effect and ±100 for the full control effect; nearly all actives have a fitted effect of over 60% in size
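Two sequential reads on A549 ARE_Fluc cells exposed to compound for 18-24 h: a CellTiter-Fluor fluorescence read for viability, then a luciferase luminescence read for Nrf2/ARE activity.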
ATXN viability – cell viability loss in ATXN counter-screen | S2 cells (HEK-293 line with an ATXN2-luciferase reporter) viability, CellTiter-Fluor protease fluorescence, 24 h | Potency, µM (series often up to 56.7 µM), hits mostly cytotoxic | hit rate 0.49% among 400,000 | AID 651635; note: potency is the fitted concentration of half-maximal effect; nearly all actives have a fitted effect of over 40% in size
ATXN2 expr inh – reduces ATXN2 reporter expression in HEK-293 cells; HEK-293 ATXN2-luciferase reporter, luminescence, 24 h; Potency, µM (series often up to 57 µM), for the others: top-dose activity change, negative = inhibition, hits mostly inhibitors; hit rate 0.72% among 360,000; note: potency is the fitted concentration of half-maximal effect; % is set by controls: 0 for no effect and ±100 for the full control effect; nearly all actives have a fitted effect of over 55% in size
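qHTS (up to 57 uM final) was run with 24 h compound exposure of reporter cells at 37 °C. Each well was multiplexed: SteadyGlo luminescence measured ATXN2-luciferase expression after a fluorogenic Gly-Phe-AFC viability readout (25 uM final).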
HepG2 tox – HepG2 cytotoxicity, counter-screen for TGF-b inhibitors; HepG2 CAGA-GFP viability, ATP luminescence, 18 h; Potency, µM (doses to about 46.1 µM), for inactives: at the highest dose activity change, negative = cytotoxicity, usual class: cytotoxic; hit rate 0.76% among 410,000; AID 588856; note: potency is the fitted concentration of half-maximal effect; some results filed as inactive show a strong effect at the top dose
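HepG2 CAGA-GFP cells (1000/well, DMEM with 1% FBS) received compound, then TGF-beta at 500 pg/mL final, and were incubated 18 hours at 37 degrees C. Viability was read by CellTiter-Glo luminescence. Media-only wells were set as complete cell-killing and DMSO as no toxicity.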
Nrf2 activator – Nrf2 pathway activation; AREc32 ARE-luciferase reporter (MCF7-derived line), luminescence, 24 h; Potency, µM (top dose mostly 46.1 µM), for the others: at the top dose activation, usual class: activators; hit rate 0.31% among 410,000; AID 624171; note: potency is the fitted concentration of half-maximal effect; % of control where 0% means no effect; nearly all actives have a fitted effect of over 65% in size
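AREc32_Fluc, 1000 cells/well, OPTI-MEM + 5% FBS, o/n 37 deg C 5% CO2; 23 nL cpd by pin tool, 24 hr; Steady-Glo 30 min RT, luminescence.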
The depositor's hits bear a star; i = inactive; ? = inconclusive; nt = no result given; & = joins results of further samples; [ ] = remark or other dose. Unless noted, calls come from the whole dose curve; as a rule, active = well fitted curve in the direction sought with a large enough effect; inconclusive = small, poorly fitted or top-dose-only effect, or another doubt; inactive = no such curve, though single readings can be large; an effect the other way counts as inactive or inconclusive.

Values run as follows: Nrf2 activator | Nrf2 inh | A549 tox | EPAC2 ag | IL-2 act | HepG2 tox | ATXN2 expr inh | ATXN viability | TGFb SMAD3 inh
CC(=O)/C(=N/Nc1cccc(Cl)c1)Sc1nnc(C(O)c2ccccc2)n1-c1ccccc1 (stereo not drawn)
  0.7% | 17% | 1% | 8% | 0.2 | -11% | nt | i | -16%
CCCCCC(N)=O
  -0.3% | -4% | -6% | 3% | 2.9 | -12% | 6%&21% | i | -7%
CCN1C(=O)[C@@H]2[C@@H]3CN(S(=O)(=O)c4ccccc4C)[C@@H](c4ccc(Cl)cc4)[C@@H]3C(=O)C[C@@H]2C1=O
  -0.6% | nt | nt | 7% | -0.5 | -29% | -2% | i | -13%
Cc1ccc(S(=O)(=O)N(CC(=O)NCc2ccccc2)C(=O)N2CCN(C)CC2)cc1
  -0.6% | 17% | 6% | 14% | -3.7 | 5% | -9% | i | 15%
CCCCn1nc(C(=O)Nc2ccc3c(c2)OCO3)c2ccccc2c1=O
  0.5% | ? | -1% | 8% | -0.7 | -11% | -7% | i | -5%
Cc1ccc(N2CC(NC(=O)Cc3cccs3)CC2=O)cc1C (stereo not drawn)
  -0.4% | nt | 0% | nt | nt | 1% | nt | nt | 2%
C=CC[C@H](CC(=O)N[C@H](CO)Cc1ccccc1)C(=O)N[C@H](COC(=O)[C@H](CC=C)CC(=O)OC(C)(C)C)Cc1c[nH]c2ccccc12
  0.3% | 9% | -14% | -16% | 0.2 | -26% | ? | ? | -13%
Cc1[nH]n(-c2ccccc2)c(=O)c1/C=N/N1CCOCC1
  0.2% | 4% | 5% | 8% | -1.4 | -14% | 14% | i | 2%
Cc1cc(C(=O)COC(=O)C2=COCCO2)c(C)n1-c1ccccc1
  -2.0% | ? | 1% | -2% | -3.1 | 14% | -10% | i | 0%
CCOC(=O)c1c(NC(=O)CSc2nnc(-c3ccco3)o2)sc(C(C)=O)c1C
  0.3% | nt | -6% | -8% | 1.5 | 3% | 6% | i | 1%
COc1cc(C(=O)Nc2ccc3nc(SCc4ccccc4)sc3c2)cc(OC)c1OC
  0.5% | ? | -14% | nt | nt | 4% | -1% | ? | -31%
CCOc1cc(-c2nn3cnnc3s2)cc(OCC)c1OCC
  0.2% | -7% | -2% | -3% | 0.0 | -11% | 8% | i | -5%
CCC(C)NC(=O)CCCn1c(=O)c2cccn2c2ccccc21 (stereo not drawn)
  18% | ? | -3% | nt | nt | -22% | 8% | i | -9%
CC[C@@H]1CC2=C(C(=O)OC(C)(C)O2)[C@@H](CC)O1
  0.1% | nt | nt | 8% | 1.3 | nt | 3% | i | nt
Cc1ccc(-c2cc(-c3ccccc3Cl)c(C#N)c(N)n2)o1
  0.7% | -15% | ? | 14% | -0.7 | -14% | 3% | i | 17%
Cc1ccc(CN2C(=O)c3ccccc3NC23CCN(Cc2ccccc2)CC3)cc1
  0.0% | 9% | -20% | 8% | -3.4 | -9% | -12% | i | 0%
COc1ccc(NC(=O)CN2C(=O)CC(C)S(=O)(=O)c3ccccc32)cc1 (stereo not drawn)
  0.1% | 8% | 0% | 13% | -2.1 | 10% | 0% | i | 1%
CCNC(=O)N(C)C[C@H]1N[C@@](CC)(C(=O)OC)[C@H]2C(=O)N(Cc3ccccc3)C(=O)[C@@H]12
  -1.1% | -2% | -1% | 6% | 0.7 | -2% | -9% | i | ?
CSC1=Nc2sc3c(c2C2=NCCN12)CC(C)(C)OC3
  0.1% | 12% | 5% | -1% | -0.6 | -10% | nt | ? | 3%
COc1cc(/C=C2\SC(=S)N(CC(=O)Nc3ccccn3)C2=O)cc(OC)c1OC
  1.6% | 12% | -17% | 0% | -0.5 | -26% | 5% | i | -16%

Other compounds follow:
Values run as follows: Nrf2 activator | Nrf2 inh | A549 tox | EPAC2 ag | IL-2 act | HepG2 tox | ATXN2 expr inh | ATXN viability | TGFb SMAD3 inh
O=C(Nc1nccs1)c1cccnc1Cl
  2.1% | 2% | -2% | 1% | -0.3 | -11% | nt | i | 3%
CCN(CC)CCOc1cc2c(nn1)Oc1ccccc1N2C
  -0.7% | 4% | 3% | 3% | 0.5 | -11% | 19% | i | 0%
O=C(O)c1ccccc1NS(=O)(=O)c1ccc(NNC(=S)Nc2ccc(OC(F)F)cc2)c([N+](=O)[O-])c1
  -0.7% | ? | ? | -10% | -1.2 | 33% | -8% | i | 8%
COC(=O)C1=CN(Cc2ccc(OC)cc2)C=C(C(=O)OC)C1c1ccsc1
  2.0% | -9% | 1% | 13% | -0.8 | -12% | -5% | i | ?
O=C(NCCc1nc2ccccc2n1CCOc1ccc(Cl)cc1)C1CCCCC1
  nt | ? | ? | nt | nt | -96% | nt | nt | ?
CCOc1cc(-c2nnc(-c3ccco3)o2)cc(OCC)c1OCC
  2.5% | nt | 5% | -7% | -1.1 | -2% | 1% | i | 3%
O=C(NCc1ccc(F)cc1)C(=O)NCC(c1ccco1)S(=O)(=O)c1cccs1 (stereo not drawn)
  4.4% | nt | 13% | nt | nt | -9% | nt | nt | ?
CC(=O)N1CCCc2cc(S(=O)(=O)N(C)CC(=O)Nc3ccc(C(C)C)cc3)ccc21
  1.1% | nt | -2% | nt | nt | -36% | -23% | ? | -8%
Cc1ccc(-c2nc(CS(=O)CC(=O)NCCCN3CC(C)CC(C)C3)c(C)o2)cc1 (stereo not drawn)
  0.0% | 14% | 0% | -3% | -2.3 | -44% | -37% | ? | -19%
CCCCC(OC(=O)CN1C(=O)COc2ccccc21)C(=O)NC1CCCCC1 (stereo not drawn)
  0.3% | -16% | -7% | 20% | -0.3 | -3% | -1% | i | 5%
O=C1C(=C2CCCCC2)SC(=S)N1Cc1ccco1
  ? | 7% | 16% | 7% | -0.5 | -13% | 3% | i | ?
Cc1nc2sccn2c(=O)c1S(=O)(=O)NCC1CCN(Cc2ccc(Cl)cc2)CC1
  -0.1% | nt | nt | 3% | -2.2 | -38% | nt | ? | 1%
COc1ccc(NC(=O)/C=C/c2cccc(C(F)(F)F)c2)cn1
  ? | ? | -7% | -1% | -0.7 | -12% | -24% | i | -4%
CC(=O)Nc1ccccc1P(=O)(c1ccccc1)c1ccccc1OC(C)=O (stereo not drawn)
  -0.2% | -8% | 4% | 13% | 0.5 | -1% | -3% | i | 1%
CCn1ccc2cc(S(=O)(=O)N3CCCN(C(=O)Nc4ccccc4OC)CC3)ccc21
  -0.8% | nt | 5% | nt | nt | -13% | 3% | i | -9%
OCC1(CCCc2ccccc2)CCN(C2CCC2)CC1
  2.0% | 11% | 0% | 5% | 0.1 | 2% | -9% | i | -11%
COCc1ccc(C(=O)NC2CC(C)(C)Cc3c2cnn3-c2ccc(OC)cc2)o1 (stereo not drawn)
  1.8% | -15% | -5% | 0% | -1.3 | 2% | -5% | i | -1%
N#Cc1ccc(NCC(=O)Nc2ccc(S(=O)(=O)N3CCCCC3)cc2)cc1
  -0.4% | -27% | 3% | 1% | 0.0 | -53% | -19% | i | ?
O=C1CCN(Cc2ccccc2)S(=O)(=O)c2c(F)cc(F)cc21
  -0.1% | 3% | -7% | 8% | -2.0 | 2%&10% | -5% | i | 21%&6%
CC(C)(C)N=Cc1cc(-c2ccccc2)sc1O
  0.7% | ? | 1% | 1% | -0.4 | -19% | 15% | i | -6%

Next part.
Values run as follows: Nrf2 activator | Nrf2 inh | A549 tox | EPAC2 ag | IL-2 act | HepG2 tox | ATXN2 expr inh | ATXN viability | TGFb SMAD3 inh
CC(C)(C)OC(=O)N[C@@H](Cc1ccccc1)c1nnc(SCC(=O)O)o1
  -0.6% | -3% | -11% | 4% | -1.9 | -3% | 7% | i | 25%
CCCOc1ccc(CNC(=O)C2CCN(c3nnc(N4CCCC4=O)s3)CC2)cc1
  0.3% | 2% | -16% | 1% | 1.2 | 1% | -22% | i | 8%
CCCCn1c(N)c(N(CCOC)C(=O)C2CCN(S(=O)(=O)c3ccccc3)CC2)c(=O)[nH]c1=O
  0.4% | -19% | 1% | 1% | -3.7 | 8% | 0% | i | 9%
Cc1ccc(S(=O)(=O)N2CCN(C(=O)Cc3ccccc3)CC2)cc1
  -0.2% | 1% | 8% | 6% | -1.4 | 2% | nt | nt | 0%
CCCCCOC(=O)CSc1nc2sc3c(c2c(=O)n1Cc1ccccc1)CC(C)(CC)OC3 (stereo not drawn)
  0.2% | 4% | -1% | nt | nt | 1% | 0% | i | -3%
COCCNC(=O)c1onc(CSc2ccc(C(C)C)cc2)c1C(=O)O
  -2.8% | 21% | 5% | 0% | 3.4 | -26% | 134%[activator] | i | -10%
O=S(=O)(Nc1cccc(CCc2ccccn2)c1)c1ccc2ccccc2c1
  0.0% | -33% | -11% | 18% | -1.2 | -11% | -5% | i | -15%
CC1=C(C(=O)Nc2ccccc2)C(c2ccc(Cl)cc2)n2c(s/c(=C/c3cccc(OCC(=O)O)c3)c2=O)=N1 (stereo not drawn)
  16% | 1% | -16% | -1% | 0.9 | -10% | 10% | i | -1%
COCCNS(=O)(=O)c1ccc(C2CNC(=O)C2)cc1 (stereo not drawn)
  -0.9% | -1% | -6% | 3% | 0.6 | 5% | 4% | i | -1%
CC(C)(C)n1nnc(CCc2nnn(C(C)(C)C)n2)n1
  -0.2% | 12% | -1% | 13% | -0.6 | 9% | 6% | i | 16%
CCN(CC)S(=O)(=O)c1ccc(N2CCOCC2)c(NC(=O)C2CCCC2)c1
  0.2% | 4% | 5% | 1% | -0.6 | -9% | 2% | i | 5%

In another format: two of the compounds above
canonical_smiles,Nrf2 activator,Nrf2 inh,A549 tox,EPAC2 ag,IL-2 act,HepG2 tox,ATXN2 expr inh,ATXN viability,TGFb SMAD3 inh
Cc1ccc(-c2nc(CS(=O)CC(=O)NCCCN3CC(C)CC(C)C3)c(C)o2)cc1 (stereo not drawn),0.0%,14%,0%,-3%,-2.3,-44%,-37%,?,-19%
CCCCC(OC(=O)CN1C(=O)COc2ccccc21)C(=O)NC1CCCCC1 (stereo not drawn),0.3%,-16%,-7%,20%,-0.3,-3%,-1%,i,5%

Screening data (PubChem BioAssay)
